S100A4 inh HTS: inhibitors of S100A4-myosin IIA peptide binding, primary screen, biochemical, fluorescence polarization, TAMRA-MyoIIA peptide | Protein S100-A4 (Homo sapiens), P26447 | inhibition, % at 10.7 µM | actives 0.14% (n = 360,000) | AID 652163, 2013;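 active means mean inhibition of at least 70% across replicates, with every replicate also reaching that level; inconclusive means mean inhibition reaches 70% but some replicates fall short; inactive means mean inhibition below 70%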
Target sequence (P26447 whole entry, looked up): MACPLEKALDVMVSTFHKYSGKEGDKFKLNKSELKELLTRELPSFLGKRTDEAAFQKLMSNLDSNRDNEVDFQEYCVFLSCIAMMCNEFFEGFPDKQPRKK
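incubation = readout 5 min after mixing, signal stable up to 60 min | system = S100A4 monomer protein | buffer or medium = HEPES pH 7.2 with CaCl2, KCl, NaCl, DTT, Triton | benchmarks = neutral control DMSO, positive control TFP | also added = fluorescent myosin IIA peptide, 5 nM | compound dosing = one concentration per compound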
esBAF inh: Bmi1 luciferase reporter increase in mESCs, primary screen, esBAF inhibitor project, mouse ES cells, Bmi1 luciferase knock-in, single point | 24 h; 100% = twice the neutral-well signal | reporter increase, % at 12.5 µM | actives 2% (n = 350,000) | AID 602393, 2012; in the data active means activation above about 40%; inconclusive means no clear call, values can overlap the other calls;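 further: 0% = median of the plate's neutral control wells and 100% = double that signal; a rise in the Bmi1 reporter signal indicates esBAF inhibition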
E-selectin induc: E-selectin induction in HUVECs, primary screen, imaging, HUVEC, immunofluorescence imaging, single point; P16581; normalized: neutral wells 0, TNF-alpha wells 100; activation, % at 7.58 µM; actives 0.37% (n = 260,000); AID 686992, 2013;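 active means mean E-selectin-positive cell signal at least 10% of the positive control, reached in at least 60% of replicates, without over 20% cell loss; inconclusive means no rule given, readout overlaps actives, possibly toxicity-flagged; inactive means the rest, including those meeting only one limit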;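 further: in these data hits start at about 27%; measured in HUVEC primary endothelial cells; signal is the percent of cells scored E-selectin positive by PE staining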
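System: HUVEC / Compound: single concentration / Signal: immunofluorescence imaging / Read-out: percent E-selectin-positive cells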
EWS-Fli block: EWS/Fli-driven NR0B1 reporter inhibitors, primary screen, A673 cells, NR0B1 luciferase, luminescence, MLPCN library. inhibition, % at 12.6 µM. actives 0.67% (n = 350,000). viability-normalised. AID 651661, 2012;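 active means mean inhibition of at least 50% after viability correction, with every replicate also passing that limit; inconclusive means mean reaches 50% but only one of two replicates passes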;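 further: firefly luciferase signal divided by Alamar Blue viability fluorescence both relative to DMSO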
RAD54 branch: inhibitors of human RAD54 branch migration, primary screen, biochemical, fluorescence, single point. DNA repair and recombination protein RAD54-like (Homo sapiens), Q92698. RAD54 Holliday junction branch migration, FAM/BHQ fluorescence. inhibition, % at 10.4 µM. actives 0.14% (n = 360,000);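 active means mean normalized replicate activity at least 40 and at least half of replicates scoring 40 or more; inconclusive means only one of the two criteria met; inactive means mean below 40 and under half of replicates reaching 40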;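 further: 0% = median of neutral control wells and 100% = median of positive control wells; inhibitors cause a drop in the FAM fluorescence signal; in these data hits start at about 50%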
XiGFP reactiv: activators of inactive X chromosome reactivation, primary screen, imaging, XiGFP fibroblasts, GFP high-content imaging, set 2; actives 0.055% (n = 360,000); XiGFP mouse fibroblasts, % GFP-positive cells imaging, 3 d; cells co-treated with 5-aza-dC sensitizer; scaled so ellipticine positive control = 100%; activation, % at 7.58 µM;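 active means mean normalized replicate activation at least 10% and every replicate at or above 10%; inconclusive means only one of the two criteria met; inactive means mean below 10% and not all replicates reach 10%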;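 further: 0% = median of on-plate neutral control wells and 100% = ellipticine 6 µM median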
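Assay system – SV40-immortalized XiGFP fibroblast cells, line 68-5-11 · Buffer or medium – DMEM supplemented with 5-aza-dC as sensitizing agent · Dosing – one concentration, pinned · Benchmarks – positive control ellipticine, 6 µM final · Times – 3 days compound exposure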
RAD52 inh: RAD52 DNA annealing inhibitors, primary screen, biochemical, FRET, single point, set 2 | AID 651710, 2012 | inhibition, % at 18.7 µM | actives 0.46% (n = 360,000) | DNA repair protein RAD52 homolog (Homo sapiens), P43351 | recombinant RAD52 DNA annealing, FRET fluorescence;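 active means every replicate showing at least 50% inhibition; inconclusive means mean inhibition at least 50% but not in every replicate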
Target sequence (P43351 whole entry, looked up): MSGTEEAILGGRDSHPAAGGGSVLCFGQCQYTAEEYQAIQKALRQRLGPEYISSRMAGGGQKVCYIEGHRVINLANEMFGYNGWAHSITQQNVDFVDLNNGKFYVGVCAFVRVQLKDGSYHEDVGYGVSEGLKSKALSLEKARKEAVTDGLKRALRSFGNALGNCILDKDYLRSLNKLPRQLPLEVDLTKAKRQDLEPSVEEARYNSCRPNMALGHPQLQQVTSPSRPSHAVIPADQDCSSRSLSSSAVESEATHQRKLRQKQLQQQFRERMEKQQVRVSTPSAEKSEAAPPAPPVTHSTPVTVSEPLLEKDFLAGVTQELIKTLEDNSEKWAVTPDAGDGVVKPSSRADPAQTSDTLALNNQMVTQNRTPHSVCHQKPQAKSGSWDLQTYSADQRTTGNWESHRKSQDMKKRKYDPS
FN deposit inh: inhibitors of fibronectin matrix deposition, primary screen, AH1F cells, Alexa488-fibronectin fluorescence, plate reader | actives 0.086% (n = 350,000) | AID 743247, 2014 | inhibition, % at 12.6 µM | AH1F fibroblasts, overnight;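 active means mean inhibition across replicates of 30% or more, regardless of how many single replicates reach that level; inconclusive means mean under 30% yet at least half of replicates reach 30%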;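 further: positive control wells lacked labelled fibronectin entirely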
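Material: AH1F fibroblast monolayer depositing Alexa488-labelled fibronectin into matrix | Input: 10000 AH1F cells/well | Medium: DMEM plus 2% serum, read in PBS | Reagent: Alexa488-fibronectin, 24 nM final in well | Compound dosing: One dose per compound, pinned | Schedule: 1 h adhesion, overnight exposure | Measured by: Fluorescence at 485 nm excitation, 525 nm emission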
The depositor's hits bear a star; ? = inconclusive; nt = not tested or not shown; & = joins results of further samples. Rows are unselected (roughly 3% active in at least one column).

SMILES	S100A4 inh HTS	esBAF inh	E-selectin induc	EWS-Fli block	RAD54 branch	XiGFP reactiv	RAD52 inh	FN deposit inh
CC(=O)N(C)C[C@@H]1Oc2cc(C#Cc3cccc(F)c3)ccc2S(=O)(=O)N([C@@H](C)CO)C[C@@H]1C	7	-2	-0.2	-4	-2	-0.1	15	10
COc1ccc(C2=NN(C(=O)CCC(=O)O)C(c3ccccc3F)C2)cc1 (configuration not stated)	-4	4	nt	-13	-4	0.0	-9	0
COc1ccccc1NC(=O)CCC(=O)OCc1ccc(Br)cc1	-1	nt	3.0	8	nt	0.0	19	nt
C[C@@H]1CN([C@H](C)CO)C(=O)c2cccc(NS(=O)(=O)c3cccs3)c2O[C@@H]1CN(C)C(=O)NC1CCCCC1	-4	4	-3.6	3	-11	-1.4	-14	nt
Cc1noc(C)c1NC(=O)N(C)C[C@@H]1OCCCC[C@@H](C)Oc2ccc(NC(=O)c3ccncc3)cc2C(=O)N([C@H](C)CO)C[C@@H]1C	-1	-2	-0.3	-4	18	0.1	-17	nt
O=S(=O)(Nc1ccc(-c2nc3cccnc3s2)cc1)c1cc(F)ccc1F	-1	17	nt	-25	nt	0.1	-26	2
Cc1ccc(C)c(S(=O)(=O)N2CCN(C(=O)c3ccc(OCc4c(C)noc4C)cc3)CC2)c1	1	nt	-0.5	17	nt	-0.1	-2	1
Cc1coc2c1c(C)cc1oc(=O)c(CC(=O)N[C@H](C(=O)O)C(C)C)c(C)c12	-1	0	nt	-7	-10	0.0	-2	-2
Cc1cccc2cc(CN(Cc3ccc(F)cc3)Cc3nnnn3C3CCCC3)c(=O)[nH]c12	9	4	nt	-5	5	nt	-12	nt
Cc1noc(C)c1NC(=O)N[C@H]1CC[C@@H](CC(=O)N2CCN(C)CC2)O[C@@H]1CO	-45	0	-0.1	nt	-2	0.1	-2	-4
COc1cccc(-c2ccc([C@@H]3[C@H]4CN(C(=O)NC(C)C)CCCCN4[C@H]3CO)cc2)c1	8	nt	0.2	nt	-4	0.0	-3	nt
O=C(/C=C/c1cccc([N+](=O)[O-])c1)NCCSCc1c(Cl)cccc1Cl	-3	-2	nt	-5	2	0.0	-13	-4
COCCNC(=O)C[C@@H]1CC[C@@H]2[C@@H](COc3ccc(NC(=O)COC)cc3C(=O)N2C)O1	-10	-5	0.1	-4	-8	0.3	-8	-7
CCN(CC)CCNC(=O)c1cn(CC)c2cc(N3CCN(C(=O)c4ccco4)CC3)c(F)cc2c1=O	0	-2	0.8	5	nt	0.5	6	6
CCC(=O)Nc1ccc2c(c1)C(=O)N(C)[C@@H]1CC[C@@H](CC(=O)NCCc3ccccc3)O[C@@H]1CO2	37	0	0.0	0	1	0.3	2	-12
Cc1cccc(C)c1NC(=S)NC(=O)c1ccc(Br)o1	-8	1	0.7	9	2	0.5	-8	7
Cc1ccc2cc([N+](=O)[O-])ccc2n1	-4	nt	-0.1	-17	3	0.0	-12	-4
Cc1noc(C)c1NC(=O)Nc1ccc2c(c1)C(=O)N([C@@H](C)CO)C[C@@H](C)[C@H](CN(C)S(=O)(=O)c1ccc(F)cc1)O2	5	2	-0.2	-2	12	0.1	1	18
CC(C)C1=NN(C(=O)c2cccnc2)C(O)(C(F)(F)F)C1 (configuration not stated)	-2	-4	nt	4	12	nt	-7	nt
CN(C)CC(=O)N1CCCCN2[C@H](C1)[C@H](c1ccc(/C=C/c3ccccc3)cc1)[C@@H]2CO	24	-3	-0.6	-13	12	0.1	48	nt
O=C(CNS(=O)(=O)c1ccccc1)N/N=C/c1ccc(O)cc1	-1	nt	0.0	-8	nt	-0.2	-3	-8
Cc1ccc(NC(=O)CSc2nc3cc(C(=O)NCC4CCCO4)ccc3c(=O)n2CC2CCCO2)cc1 (configuration not stated)	-2	2	-0.2	-1	3	-0.1	1	10
COc1ccc(Cl)cc1C(=O)Nc1ccc(CN2CCCCC2)cc1	3	nt	nt	-7	nt	0.1	-8	-11
C[C@@H]1CN([C@H](C)CO)C(=O)c2cccc(NC(=O)CCCCCC(=O)Nc3ccccc3N)c2O[C@H]1CN(C)C(=O)Nc1cccc2ccccc12	2	nt	-15	-3	nt	-0.2	-15	nt
O=C(OCC(=O)N1CCOCC1)c1ccccc1Cc1ccccc1	3	nt	-0.1	-93	nt	0.2	-5	15
O=C(NC1CCCCC1)OC[C@@H]1CSCCS(=O)(=O)N1	1	nt	nt	-14	nt	-0.2	-3	-2
CC(C)c1ccc(/C=N/NC(=O)CC(=O)NCc2ccccc2)cc1	-2	nt	nt	-7	nt	0.0	2	nt
CN(C)C(=O)c1ccc(-c2ccc([C@H]3[C@@H](C#N)N(C(=O)Cc4ccccn4)[C@H]3CO)cc2)cc1	2	-3	0.1	-2	3	0.0	-55	0
CCN(Cc1ccncc1)C(=O)c1ccc(Br)o1	-2	-4	-0.3	2	0	0.0	-2	-1
Cc1[nH]c2ccccc2c1Cc1nnc(SCC(N)=O)o1	0	-6	0.0	7	-4	0.2	-10	-3
COc1ccc(N(C)S(=O)(=O)c2ccc(Cl)c(C(=O)NCC(C)(C)N3CCOCC3)c2)cc1	-1	12	nt	6	-3	0.2	-15	-1
COc1ccc(S(=O)(=O)N2CCc3ccccc32)cc1C(=O)Nc1ccc(NC(C)=O)cc1	8	5	-0.1	5	-10	-0.1	-12	nt
COc1ccc(S(=O)(=O)N(C)C[C@H]2Oc3ccc(NS(=O)(=O)c4ccc(Cl)cc4)cc3C(=O)N([C@@H](C)CO)C[C@H]2C)cc1	21	-3	-0.2	6	-2	-1.2	3	nt
COc1ccc(S(=O)(=O)N(C)C[C@H]2Oc3c(NC(=O)c4ccncc4)cccc3C(=O)N([C@H](C)CO)C[C@H]2C)cc1	2	4	9.5	1	5	-0.1	-5	nt
COCC(C)N1CCC(Oc2ccc(C(=O)NCc3ccccn3)cc2)CC1 (configuration not stated)	-1	-3	-0.2	nt	-10	0.1	-18	nt
COc1cc(C2=NOC(C(=O)Nc3c(C)n(C)n(-c4ccccc4)c3=O)C2)cc(OC)c1OC (configuration not stated)	-2	-4	1.6	5	11	0.2	-1	4
O=C1N=c2ccccc2=C1c1sc(=S)n(Cc2ccccc2Cl)c1O	0	7	5.3	19	-4	0.3	-1	2
CC(C)=CCN1CCN(Cc2cnc(C)s2)CC1CCO (configuration not stated)	8	2	-1.9	0	13	0.0	-12	27
CC1CC(=NNC(=O)C2COc3ccccc3O2)CC(C)(C)C1 (configuration not stated)	-1	2	0.1	2	9	0.4	-5	-1
C=C1CCN([C@@H](CC(C)C)C(=O)NCc2cc(OC)c(OC)c(OC)c2)S(=O)(=O)c2ccccc21	-1	0	-0.1	-3	-1	0.0	-13	-1

Some values from the results shown:
In EWS-Fli block, `CC1CC(=NNC(=O)C2COc3ccccc3O2)CC(C)(C)C1` (configuration not stated) has the entry 2
In RAD52 inh, `COCC(C)N1CCC(Oc2ccc(C(=O)NCc3ccccn3)cc2)CC1` (configuration not stated) has the entry -18

Later entries.
SMILES	S100A4 inh HTS	esBAF inh	E-selectin induc	EWS-Fli block	RAD54 branch	XiGFP reactiv	RAD52 inh	FN deposit inh
Cn1c(N)c(C(=O)Nc2cccc(Cl)c2)c(=O)n(C)c1=O	-1	?	0.4	-56	7	0.0	-16	-4
O=C(/C=C/c1ccc([N+](=O)[O-])cc1)N1CCN(S(=O)(=O)c2cccs2)CC1	-6	nt	-2.2	13	nt	0.0	4	-5
CN(Cc1ccc(F)cc1)C(=O)c1cccc(S(=O)(=O)N2CCN(c3ccc(F)cc3)CC2)c1	-1	-5	0.2	31	6	0.0	-7	0
C[C@@H]1CN([C@@H](C)CO)C(=O)c2ccccc2-c2ccccc2CO[C@H]1CN(C)S(=O)(=O)c1cccc(F)c1	5	-4	16	7	6	0.7	20	4
C[C@@H]1NC(=O)[C@H](CCCN=C(N)N)NC(=O)c2cc([N+](=O)[O-])cc(I)c2NCCC[C@@H](C(N)=O)NC1=O	3	4	-0.2	-2	17	0.0	86*	-2
CC(C)C1Cc2c(sc3ncnc(NN)c23)CO1 (configuration not stated)	-2	-5	2.7	3	-5	0.2	-18	-1
Cc1cc(S(=O)(=O)NC2CCN(Cc3ccccc3)CC2)c(C)cc1Cl	15	nt	nt	6	nt	0.0	-6	-1
O=S(=O)(N/N=C\c1cccc(F)c1)c1ccccc1	1	-5	nt	3	-3	0.0	2	3
O=C(C[C@@H]1C=C[C@@H](NC(=O)C2CC2)[C@@H](CO)O1)NCCc1cscn1	-3	nt	0.6	3	nt	0.0	3	-1
C[C@@H]1CN([C@@H](C)CO)C(=O)c2cc(-c3ccc(F)cc3)cnc2O[C@@H]1CN(C)CC1CCOCC1	15	-9	-0.1	-10	-2	-1.0	-7	1
COc1cc2c(cc1OC)C(NC(=O)c1ccc(C)cc1)CC2=O (configuration not stated)	-1	-2	-0.2	0	-3	0.1	-3	-4
COc1cccc(C(=O)O/N=C(\N)c2ccccn2)c1	1	-59	-0.1	48	1	0.1	-1	3
CC(C)c1cn(CC[C@H]2CC[C@H](NS(=O)(=O)Cc3ccccc3)[C@H](CO)O2)nn1	-4	-3	-0.7	0	-8	-0.2	7	-9
Cc1noc(C)c1NC(=O)Nc1ccc2c(c1)C(=O)N([C@H](C)CO)C[C@@H](C)[C@@H](CN(C)S(=O)(=O)c1cn(C)cn1)OCCCC[C@H](C)O2	5&10	10&4	-0.1&0.1	-3&-8	5&1	0.3&-0.3	-6&7	-18
CCN1C(=C(C#N)C#N)C=Cc2cc(C)ccc21	10	-7	nt	1	nt	0.0	-177	7
CCOC(=O)N1CCN(C(=O)CNC(=O)c2nn(-c3ccc(OC)cc3OC)c(=O)c3ccccc23)CC1	0	20	0.1	-11	-2	0.2	-2	-4
Cc1cc(C(=O)NNC(=O)/C=C/c2ccccc2Cl)c(C)o1	10	-1	nt	7	0	0.1	-10	1
CCC1CCC2(CC1)NC(=O)N(CC(=O)Nc1ccc(OC)c(Cl)c1)C2=O (configuration not stated)	5	-6	0.5	-2	5	0.1	-8	nt
CC(=O)N1CCN(C(=O)c2ccc(Cl)c(S(=O)(=O)N3CCc4ccccc43)c2)CC1	3	1	-1.8	-1	-3	-0.1	-8	6

Source: PubChem BioAssay (Broad Institute)
